# Mcl-1 Bim block: disrupts Bim peptide binding to human Mcl-1; Q07820; Bead-based flow cytometry, Bim peptide-Mcl-1 binding; inhibition, % at 10 µM; 190,000 tested, 0.1% active; AID 1009;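 note: 0% = no compound tracer wells and 100% = peptide blocker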
# Target sequence (Q07820 whole entry, looked up): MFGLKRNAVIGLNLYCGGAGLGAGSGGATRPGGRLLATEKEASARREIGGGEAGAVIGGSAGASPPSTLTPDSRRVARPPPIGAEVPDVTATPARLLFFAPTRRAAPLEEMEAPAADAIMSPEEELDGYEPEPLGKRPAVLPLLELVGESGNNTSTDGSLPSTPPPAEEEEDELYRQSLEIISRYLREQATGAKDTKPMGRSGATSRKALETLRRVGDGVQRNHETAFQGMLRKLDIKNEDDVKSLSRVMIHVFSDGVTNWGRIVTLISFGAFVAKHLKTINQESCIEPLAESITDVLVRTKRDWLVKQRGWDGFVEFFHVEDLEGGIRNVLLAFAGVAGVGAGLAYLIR
# Bcl-2 Bim block: human Bim-Bcl-2 interaction inhibition | inhibition, % at 10 µM | 190,000 tested, 0.06% active | Bead-based flow cytometry, Bim peptide-Bcl-2 binding | P10415; in the data active = inhibition above about 40%; inconclusive = no clear call, values can overlap the other calls;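 note: 0% = no compound wells with probe peptide and 100% = reference peptide inhibitor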
# Target sequence (P10415 whole entry, looked up): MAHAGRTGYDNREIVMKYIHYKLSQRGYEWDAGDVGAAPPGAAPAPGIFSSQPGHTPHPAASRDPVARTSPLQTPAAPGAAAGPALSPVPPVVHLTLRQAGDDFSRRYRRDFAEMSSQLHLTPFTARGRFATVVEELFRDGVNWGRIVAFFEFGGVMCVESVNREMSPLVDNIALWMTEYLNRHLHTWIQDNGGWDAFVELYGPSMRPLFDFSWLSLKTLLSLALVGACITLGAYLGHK
# RGS8-Gao reg: human RGS8-Galphao interaction regulation. P09471. 220,000 tested, 0.34% active. AID 1423. response (percent of control binding), % at 10 µM. multiplexed bead flow cytometry, RGS8-Galphao binding; actives lie on both sides; in the data active = response below about 60% or above about 140%; inactive = in between;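 note: Galphao activated as the GDP aluminium fluoride complex binding bead-coupled RGS8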
# Target sequence (P09471 whole entry, looked up): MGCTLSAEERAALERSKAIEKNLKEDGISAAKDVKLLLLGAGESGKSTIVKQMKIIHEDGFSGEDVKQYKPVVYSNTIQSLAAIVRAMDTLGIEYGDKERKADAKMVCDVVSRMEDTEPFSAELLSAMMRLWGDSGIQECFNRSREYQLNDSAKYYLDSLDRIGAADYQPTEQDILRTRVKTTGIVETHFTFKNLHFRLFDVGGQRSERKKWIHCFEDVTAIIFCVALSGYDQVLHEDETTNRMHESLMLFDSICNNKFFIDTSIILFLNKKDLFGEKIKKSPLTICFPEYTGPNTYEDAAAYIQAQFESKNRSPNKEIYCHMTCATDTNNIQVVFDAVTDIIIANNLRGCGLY
# Bcl-XL Bim block: human Bim-Bcl-XL interaction inhibition. inhibition, % at 10 µM. Bim peptide-Bcl-XL binding, bead flow cytometry, fluorescence. 190,000 tested, 0.04% active. Q07817
# RGS4-Gao reg: modulates binding of RGS4 to human Galphao; AID 1415; P09471; binding response (% of control), % at 10 µM; Multiplexed bead flow cytometry; actives lie on both sides; 220,000 tested, 0.33% active; in the data active = binding response below about 49% or above about 150%; inactive = in between;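 note: fluorescent Galphao activated with aluminum fluoride binding bead-coupled RGS4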
# RGS7-Gao: human RGS7-Galphao interaction regulation | 220,000 tested, 0.35% active | P09471 | Multiplexed bead flow cytometry, RGS7-Galphao binding; actives lie on both sides | binding response (% of control), % at 10 µM; in the data active = binding response below about 49% or above about 150%; inconclusive = no clear call, values can overlap the other calls; inactive = in between;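 note: fluorescent Galphao held in activated GDP-AlF4 state binding bead-coupled RGS7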
# ABCB1 block: human ABCB1 inhibition, ABCG2 as counter-screen | P08183 | CCRF-Adr cells, JC-1 efflux, flow cytometry | inhibition, % at 6.6 µM | 190,000 tested, 0.067% active | AID 1326; in the data active = inhibition above about 40%;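 note: 0% = vehicle and 100% = reference inhibitor; higher value means more JC-1 retained so stronger ABCB1 efflux block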
# ABCG2 inh: human ABCG2 inhibition, ABCB1 as counter-screen; IgMXP3 cells, JC-1 efflux, flow cytometry; inhibition, % at 6.6 µM; AID 1325; Q9UNQ0; 190,000 tested, 0.1% active;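 active = inhibition above 80%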;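 note: 0% = DMSO and 100% = nicardipine control wells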
#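 System: two drug-resistant human cell lines, ABCG2 and ABCB1; controls: nicardipine high and DMSO low controls; times: 10 min exposure at 25 °C with rotation, no wash; detection: flow cytometry of retained JC-1 fluorescence; read-out basis: percent efflux inhibition, scaled nicardipine 100% to DMSO 0%; doses: one concentration, 6.6 µM final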
# Bcl-W Bim block: inhibitors of Bim-Bcl-W interaction, human. bead-based flow cytometry, Bim peptide-Bcl-W binding. inhibition, % at 10 µM. 190,000 tested, 0.02% active. AID 952;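 note: 0% = bound tracer without compound and 100% = peptide blocker; higher means less fluorescent Bim peptide bound to Bcl-W beads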
# Bcl-B Bim block: human Bim-Bcl-B interaction inhibition. Q9HD36. bead-based flow cytometry, Bim peptide-Bcl-B binding. inhibition, % at 10 µM. 190,000 tested, 0.073% active. AID 951;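 note: 0% = tracer peptide without compound and 100% = reference inhibitor peptide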
# Bfl-1 Bim block: human Bim-Bfl-1 interaction inhibition | 190,000 tested, 0.12% active | inhibition, % at 10 µM | Bead-based flow cytometry, Bim-Bfl-1 binding inhibition;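 note: 0% = wells without compound plus tracer and 100% = blocker peptide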
# The depositor's hits bear a star; ? = inconclusive; nt = no result given. Cut-off read from the data, not from the text of the source, unless noted: active = inhibition above about 40%.
# Sequence of screens – Mcl-1 Bim block	Bcl-2 Bim block	RGS8-Gao reg	Bcl-XL Bim block	RGS4-Gao reg	RGS7-Gao	ABCB1 block	ABCG2 inh	Bcl-W Bim block	Bcl-B Bim block	Bfl-1 Bim block
> Cc1ccc(S(=O)(=O)NCCC(=O)NCc2ccccc2)cc1
  -6	-15	78	-5	74	86	0.5	3	4	-9	-13
> COc1ccc(C(=O)Cn2nnc(-c3ccccc3NC(=O)C3CC3)n2)cc1
  0	0	103	0	104	108	6.2	82*	0	0	1
> O=C(NCc1ccccc1)C1(c2ccccc2)CCN(S(=O)(=O)c2ccccc2)CC1
  0	-7	101	-3	99	96	3.7	5	0	-8	-9
> COCc1cc(C)nc(SCC[N+](C)(C)CC(=O)c2ccccc2)c1C#N
  0	-1	95	-1	89	87	-0.2	12	-2	-4	-4
> Cc1cc([N+](=O)[O-])nn1Cn1nc([N+](=O)[O-])cc1C
  -2	-6	98	-1	100	?	0.1	1	-2	-2	-3
> O=c1c(-n2cncn2)c[nH]n1-c1cccc(Cl)n1
  -1	-6	105	-2	106	104	1.2	3	1	-2	-3
> Cc1[nH]nc2c1C(c1cccc(O)c1)C1=C(CC(C)(C)CC1=O)N2 (stereo unspecified)
  0	-1	102	2	105	102	0.0	-1	0	-1	-1
> O=C(Nc1ccc(S(=O)(=O)N2CCCCC2)cc1)C1CCCN(C(=O)c2ccc(Cl)cc2)C1 (stereo unspecified)
  -4	1	104	-1	102	104	3.0	11	-1	-5	0
> COc1ccc(-c2[nH]c(-c3ccccc3)nc2SCC(=O)Nc2nccs2)cc1
  -2	-2	nt	-4	nt	nt	0.9	1	-2	-6	7
> Nc1ncnc2c1cnn2-c1ccccc1
  4	2	100	0	100	98	-0.2	15	1	2	-2
> Cc1nn(CC(=O)Nc2ccc(Cl)c(S(=O)(=O)N(C)C)c2)c(C)c1[N+](=O)[O-]
  12	7	93	15	98	97	1.2	15	12	11	11
> CCOC(=O)/C(C(=O)Nc1ccc(Cl)cc1Cl)=C1/NC(C)(C)Cc2ccccc21
  -3	-12	104	-8	101	102	1.1	73	-2	-6	-16
> O=C(O)C(=O)/C(=C\c1ccc([N+](=O)[O-])cc1)c1ccc2ccccc2n1
  1	-1	99	0	100	?	0.4	3	5	-7	-5
> CSc1cc(-c2ccc(Cl)cc2)c(C(=O)N2CCCC2)s1
  -1	-1	99	-5	99	98	1.2	3	-2	0	0
> CCOC(=O)c1c(C)n(OC)c2ccc3c(no[n+]3[O-])c12
  -3	-14	102	-9	104	102	0.1	75	-2	-9	-22
> COc1ccc(CSCC(=O)NN=C2CCN(C)CC2)cc1
  0	-4	100	-5	100	?	-0.3	3	0	-6	-5
> CCN(CCCCCCN)c1ccc2c(=O)[nH][nH]c(=O)c2c1
  -2	-3	100	1	99	91	-0.4	-1	0	-1	-5
> Cc1cc(Cl)c(S(=O)(=O)N2CCN(c3ccccc3)CC2)cc1OCC(N)=O
  -3	-5	108	-11	100	103	-0.2	0	-5	10	-5
> Nc1cc2c(cc1C(=O)c1ccccc1)OCCO2
  2	0	102	1	106	103	0.3	0	0	1	3
> O=[N+]([O-])c1ccc2c(c1)C(N1CCOCC1)/C(=C/COc1ccc3ccccc3c1Br)O2 (stereo unspecified)
  -4	-13	98	-11	101	102	0.8	5	0	-10	-12
> Cc1ccc(NC(=O)COC(=O)CCc2c[nH]c3ccccc23)cc1[N+](=O)[O-]
  -4	-2	102	-1	102	100	1.0	20	0	0	-1
> CC1(C)CC(=O)C2=C(C1)OC(N)=C([N+](=O)[O-])C2c1ccc(C#N)s1 (stereo unspecified)
  1	-1	100	2	103	100	-0.3	0	0	-2	0
> C=CC[n+]1c(/C=C2\C=Cc3cc(C)ccc3N2CC)ccc2ccccc21
  -1	0	104	0	101	100	0.5	5	0	-13	-4
> CCCCN(C)Cc1c(C)[nH]c2ccc(C)cc2c1=O
  -3	-7	95	-8	96	95	0.8	12	-5	-11	-21
> CCC(=O)c1cc(F)ccc1OCC(=O)N1CCN(c2ccc(F)cc2)CC1
  3	1	100	2	99	?	0.7	7	0	0	1
> CC1CCC2=NN(C(=O)c3ccco3)C(O)(C(F)(F)F)C2C1 (stereo unspecified)
  0	-6	102	-1	100	100	0.0	0	-1	-6	-7
> Cc1ccsc1/C=N/NC(=O)C1CC(=O)N(c2ccccc2)C1 (stereo unspecified)
  -3	-8	104	-4	102	103	0.7	11	-5	-9	-12
> Cc1nnc(SCc2nnc(-c3ccccc3Br)o2)n1-c1ccccc1
  -1	-8	107	-6	102	102	0.2	1	2	-8	-7
> CC1(C)CC(=O)N(CC(=O)NC2CCCC2)c2ccccc2S1(=O)=O
  0	-9	101	-3	102	102	-2.9	-4	2	-6	-8
> CCN(Cc1ccccc1)C(=O)CS(=O)(=O)c1ccccc1
  0	0	100	0	103	99	0.1	-1	2	0	-4
> O=C(CSc1nnnn1C1CCCCC1)NCCc1ccccc1
  -1	-3	98	0	103	103	-0.2	1	-2	-8	-12
> O=C(O)/C=C/C(=O)NCc1ccccc1
  -1	0	100	-4	97	95	2.0	1	-2	-5	0
> Cc1ccc(NS(=O)(=O)c2ccc(Br)s2)nc1
  -1	0	100	0	102	97	3.2	2	2	1	2
> CC(=O)c1cccc(N(CC(=O)Nc2cc(C)cc(C)c2)S(C)(=O)=O)c1
  3	-1	107	3	106	99	0.9	1	1	0	-2
> CC(=O)Nc1ccc(-c2cc(NC(C)=O)n(-c3ccccc3)n2)cc1
  4	-3	85	-10	72	95	0.1	0	0	-5	-4
> Fc1ccc(CSc2nc3ncc(Br)cc3[nH]2)cc1
  0	-4	102	-6	100	100	0.7	4	2	-5	-9
> CC(C)CC(=O)NC(=S)NNC(=O)c1ccc([N+](=O)[O-])cc1
  -11	-9	105	-13	103	107	-0.4	18	-8	-27	-3
> O=C(Nc1ccc(N2CCOCC2)cc1)c1cc2c(s1)CCCC2
  -2	0	101	-1	103	102	0.4	4	-1	-5	-5
> COc1ccc(C(=O)NCc2n[nH]c(=S)n2-c2ccccc2)cc1OC
  -3	-7	100	-6	97	123	1.3	8	1	-20	-4
> COc1ccc(CCNC(=O)CCc2ccc(S(=O)(=O)NCC(C)C)cc2)cc1OC
  1	-2	98	-1	99	96	0.1	5	0	-4	-4
> O=C(O)c1[nH]c2ccccc2c1NS(=O)(=O)Cc1ccccc1
  -1	-2	95	-2	100	100	0.0	0	0	-2	-1
> Cc1nn(-c2ccccn2)c(C)c1Oc1ccccc1O
  1	0	99	1	93	100	0.2	0	0	2	2
> Cc1oc(-c2ccccc2F)nc1CN1CCC(C(=O)NCc2ccco2)CC1
  -3	-10	98	-8	99	97	1.4	5	-4	-5	-16
> COc1cccc(N2CCN(C3C4CC5CC(C4)CC3C5)CC2)c1 (stereo unspecified)
  2	-2	99	-2	101	99	0.3	2	2	-2	-8
> C=CCN(CC(=O)NCC1CCCO1)C(=O)CCC(=O)Nc1cc(C)on1 (stereo unspecified)
  0	-6	100	3	101	105	0.3	0	0	-4	-14

# Structures from the list above with a cyano group, in the order listed:
# Sequence of screens – Mcl-1 Bim block	Bcl-2 Bim block	RGS8-Gao reg	Bcl-XL Bim block	RGS4-Gao reg	RGS7-Gao	ABCB1 block	ABCG2 inh	Bcl-W Bim block	Bcl-B Bim block	Bfl-1 Bim block
> COCc1cc(C)nc(SCC[N+](C)(C)CC(=O)c2ccccc2)c1C#N
  0	-1	95	-1	89	87	-0.2	12	-2	-4	-4
> CC1(C)CC(=O)C2=C(C1)OC(N)=C([N+](=O)[O-])C2c1ccc(C#N)s1 (stereo unspecified)
  1	-1	100	2	103	100	-0.3	0	0	-2	0

# Next section.
# Sequence of screens – Mcl-1 Bim block	Bcl-2 Bim block	RGS8-Gao reg	Bcl-XL Bim block	RGS4-Gao reg	RGS7-Gao	ABCB1 block	ABCG2 inh	Bcl-W Bim block	Bcl-B Bim block	Bfl-1 Bim block
> CCOC(=O)N1CCN(C(=O)C(c2ccccc2)c2ccccc2)CC1
  0	-6	100	-1	100	97	0.8	9	-2	-7	-12
> CCOc1ccccc1CNC(=O)CCN1C(=O)COc2ccccc21
  -3	0	102	-3	101	99	0.2	1	-3	-3	-2
> CCn1c(=O)cc(OCC(=O)NCCCN2CCC(C)CC2)c2ccccc21
  0	-6	103	-14	104	102	-2.5	-4	-2	-9	-11
> CCOC(=O)/C(N=Nc1c(Br)cc(Br)cc1Br)=C(\C)O
  0	-10	99	-1	99	98	0.5	4	3	-6	-8
> Cc1nnsc1NC(=O)OCC(C)(C)C
  -6	-9	104	-8	108	105	0.0	1	-4	-15	-23
> Cc1ccc(N/C=C(\[N+](=O)[O-])S(=O)(=O)c2ccccc2)cc1
  -3	-3	101	-1	99	98	0.0	0	-2	-3	-6
> CC(=O)n1cc([C@H]2C=C(C(=O)N3CCOCC3)O[C@@H](OCc3ccc(CO)cc3)C2)c2ccccc21
  0	3	102	-1	95	97	0.7	10	-2	2	4
> COc1cc(C(=O)OC2CSCC2NC(=O)c2ccccc2)cc(OC)c1OC (stereo unspecified)
  -1	-1	100	-1	100	101	2.3	6	-5	-4	-5
> COc1ccccc1C(=O)Nc1ccc(Br)cc1C
  -1	-6	98	-3	98	94	2.2	40	-2	-5	-5
> OCC1(Cc2cccc(Cl)c2)CCCN(Cc2cn[nH]c2C2CCCCC2)C1 (stereo unspecified)
  10	-1	102	0	100	103	0.1	1	7	-3	-8
> NS(=O)(=O)c1ccc(CNC(=S)NC2CC2)cc1
  -3	-4	100	-7	102	106	0.5	0	-1	-16	-2
> CC(=O)N1C(C(=O)O)CSC1c1cccc(C)c1 (stereo unspecified)
  3	6	104	9	122	114	0.2	1	-1	4	1
> Cc1ccc(NC(=S)NCc2ccc3c(c2)OCO3)cc1
  -5	-4	101	-8	104	104	0.4	16	-6	-6	-1
> Cc1ccc(C(=O)n2nc(-c3ccco3)nc2N)cc1
  0	2	104	1	99	107	0.6	3	2	1	-2
> CCOC(=O)c1c(NC(=O)C2CCN(S(=O)(=O)c3cccs3)CC2)sc(C)c1C
  2	0	95	1	92	98	1.2	5	0	0	1
> CCNCC(=O)N1c2ccccc2CCc2ccc(NC(C)=O)cc21
  -2	0	101	-5	101	104	0.2	0	-3	-3	-2
> CCOP(=O)(c1ccc(N(C)C)cc1)C(O)c1ccccc1 (stereo unspecified)
  33	0	102	1	100	103	0.0	0	5	-1	-9
> Cc1ccc(S(=O)(=O)n2nc(C)c(Br)c2C)c(C)c1C
  -3	-3	100	-2	96	97	1.1	6	-3	0	0
> COC(=O)c1c(NC(=O)CN2C(=O)NC3(CCc4ccccc4C3)C2=O)sc2c1CCCCC2 (stereo unspecified)
  -1	-1	80	-4	94	95	1.4	6	-5	-2	1
> CCCCNC(=S)NNC(=O)c1sccc1C
  -2	-4	99	-3	103	103	4.2	11	-4	-16	5
> C=CCSc1nc2c(cc1C#N)CCC2
  0	-8	99	5	104	98	-0.1	0	0	-8	-6
> CCOC(=O)c1c(NC(=O)CSc2nnc(CNc3ccc(Cl)cc3)o2)sc(C)c1C
  0	-4	99	-8	101	102	1.0	3	-3	-3	0
